PG9 binder: binders of HIV-1 gp120 antibody PG9, primary screen, biochemical, TR-FRET | TR-FRET gp120-PG9 antibody binding | inhibition, % at 6.7 µM | 360,000 compounds, 0.43% hits | AID 624416, 2012; in the data active = inhibition above about 8.5%
ABHD4 inh: ABHD4 inhibitors, primary screen, biochemical, fluorescence polarization, mouse. (Lyso)-N-acylphosphatidylethanolamine lipase (Mus musculus), Q8VD66. purified mABHD4, FP-Rh probe fluorescence polarization. inhibition, % at 8.92 µM. 370,000 compounds, 0.54% hits. AID 720543, 2013;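 active = inhibition exceeding the mean over every tested compound plus 3 SD, cut at about 30% in these data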;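 note: 0% = plate median of compound wells and 100% = S159A mutant with DMSO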
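Test system: mABHD4 protein | Buffer or medium: HEPES pH 7.0 buffer, 150 mM NaCl, 0.01% Pluronic F-127 | Probe or stimulus: FP-Rh fluorescent activity-based probe, added after compound pre-incubation | Timing: Pre-incubation 45 min, probe exposure 60 min, at 25 °C | Technique: Fluorescence polarization, excitation 525 nm, emission 598 nm, BODIPY TMR filters | Repeats: Single well per compound (singlicate)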
LEDGF integ inh: blockers of LEDGF/p75-dependent integrase strand transfer – biochemical, TR-FRET, high throughput, primary screen; HIV-1 integrase (with human LEDGF/p75); 370,000 compounds, 0.64% hits; inhibition, % at 3.7 µM; AID 743269, 2014; TR-FRET IN-LEDGF/p75 DNA integration, Eu/Cy5;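 active = inhibition above the screen-wide mean plus 3 SD, cut at about 13% in these data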;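 note: signal is the Cy5 over europium emission ratio at 671 and 618 nm; 0% = plate median of compound wells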
PRMT1 FP inh: PRMT1 methyltransferase inhibitors, primary screen, biochemical, fluorescence polarization; inhibition, % at 2.79 µM; recombinant PRMT1, activity-based probe fluorescence polarization; Protein arginine N-methyltransferase 1 (Homo sapiens), Q99873; 370,000 compounds, 1.3% hits;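 active = inhibition above about 21% made by adding two undisclosed values, limit read from the data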
SIAE inh: human SIAE inhibitors, primary screen, biochemical, fluorescence polarization, FP-Rh probe, 1536-well HTS; 370,000 compounds, 0.69% hits; inhibition, % at 9.66 µM; Sialate O-acetylesterase (Homo sapiens), Q9HAT2; SIAE FP-Rh probe binding;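 active = inhibition above a cutoff: mean of compounds within the control limits plus 3 SD of those, cut at about 17% in these data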;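 note: 0% = plate median of compound wells and 100% = probe without SIAE protein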
Target sequence (Q9HAT2 whole entry, looked up): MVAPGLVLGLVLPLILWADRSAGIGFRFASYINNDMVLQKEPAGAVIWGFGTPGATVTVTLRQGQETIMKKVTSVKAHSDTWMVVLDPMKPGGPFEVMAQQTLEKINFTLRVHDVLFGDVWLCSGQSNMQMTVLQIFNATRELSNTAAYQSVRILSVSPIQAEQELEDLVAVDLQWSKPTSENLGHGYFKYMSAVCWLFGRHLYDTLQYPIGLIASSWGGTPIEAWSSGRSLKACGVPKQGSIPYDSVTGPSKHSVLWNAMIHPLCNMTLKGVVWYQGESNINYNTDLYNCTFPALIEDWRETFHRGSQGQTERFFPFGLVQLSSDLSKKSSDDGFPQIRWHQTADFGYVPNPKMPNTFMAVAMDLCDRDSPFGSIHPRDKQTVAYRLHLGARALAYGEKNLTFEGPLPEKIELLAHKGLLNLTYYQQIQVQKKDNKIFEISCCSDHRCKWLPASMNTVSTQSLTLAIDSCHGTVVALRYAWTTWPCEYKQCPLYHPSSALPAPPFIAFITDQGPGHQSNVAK
HTRA1 inhibitor: HTRA1 serine protease inhibitors, primary screen, biochemical, fluorescence polarization, HTS. recombinant HTRA1, FP-rhodamine activity-based probe. inhibition, % at 5.96 µM. 340,000 compounds, 0.5% hits; in the data active = inhibition above about 36%;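 note: 0% = enzyme with DMSO and 100% = wells lacking enzyme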
UHRF1 binding: UHRF1 methylated DNA binding inhibitors, primary screen, counter-screen for MBD2 inhibitor project, biochemical, TR-FRET, human UHRF1, single concentration; UHRF1 binding to methylated oligo; 370,000 compounds, 0.75% hits; E3 ubiquitin-protein ligase UHRF1 (Homo sapiens), Q96T88; inhibition, % at 4.4 µM; in the data active = inhibition above about 21%;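 note: UHRF1 SRA domain binding a hemimethylated CpG hairpin DNA probe; 0% = median of test compound wells and 100% = reference inhibitor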
TDP2 absorb: human TDP2 enzyme inhibitors, primary screen, biochemical, epi absorbance, recombinant enzyme; 370,000 compounds, 0.34% hits; Tyrosyl-DNA phosphodiesterase 2 (Homo sapiens), O95551; T5PNP hydrolysis, p-nitrophenol absorbance 415 nm; inhibition, % at 12.8 µM; AID 720702, 2013;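 active = inhibition above the mean of all tested compounds plus 3 SD, set per campaign, cut at about 25% in these data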;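 note: 0% = DMSO with enzyme and 100% = buffer with substrate but no TDP2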
Target sequence (O95551 whole entry, looked up): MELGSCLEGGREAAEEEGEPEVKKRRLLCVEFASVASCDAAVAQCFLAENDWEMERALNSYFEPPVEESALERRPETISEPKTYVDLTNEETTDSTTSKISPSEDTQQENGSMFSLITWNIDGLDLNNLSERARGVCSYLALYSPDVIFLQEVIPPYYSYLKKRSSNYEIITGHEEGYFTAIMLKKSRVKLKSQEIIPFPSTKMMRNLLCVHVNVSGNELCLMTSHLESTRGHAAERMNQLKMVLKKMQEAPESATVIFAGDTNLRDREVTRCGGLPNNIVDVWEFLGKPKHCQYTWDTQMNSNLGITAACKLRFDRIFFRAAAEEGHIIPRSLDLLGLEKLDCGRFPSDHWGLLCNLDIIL
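test system = human TDP2 enzyme | input = TDP2 enzyme at 120 nM final | medium = 50 mM Tris-HCl pH 7.5 with Mg2+, KCl, DTT, BSA | also added = T5PNP substrate, 5 mM | times = 2 h at 37 °C | technique = epi absorbance | benchmarks = high control without enzyme, low control DMSO plus TDP2 | replication = each compound tested once, singlicate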
TCR CD3 inh: inhibitors of human TCR-CD3 interaction, primary screen, biochemical, fluorescence, TAMRA-labeled TCR probe | inhibition, % at 9.4 µM | 360,000 compounds, 0.37% hits | AID 651800, 2012 | T-cell receptor (TCR); in the data active = inhibition above about 19%;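 note: recombinant mutant TCR 2C K166C tagged with TAMRA read by polarization; 0% = receptor in buffer alone and 100% = receptor with positive control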
DDE Tn7 FP inh: inhibitors of Tn7 peptide binding to fibrin DD(E), primary screen, biochemical, fluorescence polarization, human fibrin, Tn7 probe; inhibition, % at 8.3 µM; AID 720508, 2013; Fibrinogen beta chain (Homo sapiens), P02675; 370,000 compounds, 0.13% hits; FP displacement of FITC-Tn7 peptide from fibrin DD(E); 0% = median of compound wells per plate;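 active = inhibition above the mean of compounds falling within the control limits plus 3 SD of them, cut at about 14% in these data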;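 note: 0% = plate median of compound wells and 100% = 10 µM Aha-Tn7 peptide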
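system = human fibrin DD(E) protein | quantity = DD(E) 2 µM final | medium = Tris/NaCl/CaCl2 buffer, pH 7.8 | also added = labelled Tn7 tracer, 0.1 µM | compound dosing = single point at 8.3 µM | timing = compound with protein 10 min, then 3 h after probe, room temperature | signal = FP measurement | benchmarks = Aha-Tn7 high control | repeats = one replicate per compound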
The depositor's hits bear a star; / = no result given. Hits appear at their usual frequency; overall some 4.2% were active at least once.

SMILES	PG9 binder	ABHD4 inh	LEDGF integ inh	PRMT1 FP inh	SIAE inh	HTRA1 inhibitor	UHRF1 binding	TDP2 absorb	TCR CD3 inh	DDE Tn7 FP inh
CCCC(=O)C1C(=O)CC(C)(C)C(c2cc(C)no2)C1=O (centres undefined)	1.1	-2.4	4.4	1.8	1.2	-0.8	3.8	1.9	-4.4	-5.5
COCCOC(=O)C1=C(C)NC(=O)NC1c1ccc(OC(=O)c2ccco2)c(OC)c1 (centres undefined)	0.5	0.1	-1.9	-0.3	1.6	4.8	0.5	-8.2	4.5	0.2
CS(=O)(=O)N(CC(=O)Nc1ccc(F)cc1F)C1CCCCC1	-3.0	-12.1	5.5	-3.0	-2.1	-0.1	4.2	-0.7	-10.4	-2.9
N#Cc1cccc(NC(=O)CCN2C(=O)C3CCCCC3C2=O)c1 (centres undefined)	1.8	-6.7	-1.0	1.9	-1.6	10.5	0.4	-12.9	-3.9	7.3
Cc1cccc(C(=O)N2CCCCCC2)c1[N+](=O)[O-]	-2.3	1.1	2.0	-0.3	-2.5	0.5	-1.0	0.8	1.6	-9.7
COCC(=O)N(c1ccccc1)C(C)C(=O)OC (centres undefined)	1.3	-1.1	-0.2	2.4	-3.9	-3.3	-1.2	5.8	-9.7	4.6
Cc1cc(=O)n(CCc2ccccc2)c(O)c1C#N	0.4	17.1	1.2	8.0	0.1	-1.9	-6.7	-2.2	-3.6	2.7
O=C(Nc1ccc2c(c1)OCO2)C1CCCN1C(=O)Nc1ccccc1 (centres undefined)	-0.3	2.9	-5.6	2.9	3.2	1.5	0.9	3.4	-3.6	3.6
COc1ccc2c(c1)CO[C@]21O[C@H](CCO)C[C@H](O)[C@H]1O	1.4	2.5	5.0	-1.4	-0.9	/	-1.2	2.0	1.1	10.8
CC1CN(Cc2ccccc2)c2nc3c(c(=O)[nH]c(=O)n3C)n2C1 (centres undefined)	0.3	0.3	-0.9	3.5	2.2	-5.3	2.2	-6.2	-6.9	1.3
CC(=O)N1c2ccc(S(=O)(=O)NCCC(=O)NCc3ccc(N(C)C)cc3)cc2CC1C (centres undefined)	-3.5	0.0	-2.6	1.9	4.2	3.0	4.5	-10.8	-5.6	-2.5
O=C(CCC(=O)OCCCC(F)(F)C(F)(F)F)Nc1ccc(Cl)cc1Cl	0.1	-1.3	-4.9	1.2	8.3	-2.7	-2.0	-10.4	5.6	-3.2
O=C(Nc1ccc(Br)cc1)C1CC(O)CN1C(=O)OCc1ccccc1 (centres undefined)	-2.2	2.0	1.5	-5.8	-2.7	-0.4	-2.0	1.3	-6.0	-3.6
CC(C)C1Oc2cc3oc(=O)ccc3cc2C1=O (centres undefined)	1.9	2.4	1.4	2.5	10.5	-9.2	5.1	-9.2	-1.4	4.5
C=CCN1C(=O)C(O)(CC(=O)c2ccc(OC)cc2OC)c2cc(Br)ccc21 (centres undefined)	-1.1	-4.2	1.1	-2.7	0.8	-14.4	-2.4	9.8	2.9	5.4
CCOc1ccc(Nc2cc(=O)n(C)c(=O)n2C)cc1	-0.1	-2.5	-2.2	0.6	0.9	-1.1	-4.2	-5.4	3.4	-4.6
O=c1c2ccccc2oc2ccc(-c3ccc4[nH]ccc4c3)cc12	0.7	-37.5	-0.3	2.4	-31.0	-78.0	0.9	-3.0	-0.4	2.7
CC1Cc2ccccc2N1S(=O)(=O)c1cccc(C(=O)OCC(=O)NCc2ccco2)c1 (centres undefined)	-0.9	-10.0	-1.2	-1.7	-3.0	-10.7	-1.3	4.6	8.0	-0.8
CC(C)CCN1CCN(Cc2ccc(Sc3nncn3C)o2)CC1CCO (centres undefined)	-1.9	10.5	-3.5	2.0	0.8	3.0	6.8	1.8	-7.2	-3.0
COc1cccc(NC(=S)N2CCCN(Cc3ccc(F)cc3)C2)c1	-1.9	-1.5	-1.5	-0.1	2.1	-6.3	-0.5	5.2	1.3	-6.4
CSc1cccc(NC(=O)CSc2ccc(C)cc2)c1	0.1	-7.5	-2.8	1.8	-0.8	-13.3	-0.6	0.5	6.9	-0.5
CCc1ccc(CN(C)CC(=O)Nc2ccccc2[N+](=O)[O-])cc1	-0.4	0.1	1.9	-0.6	7.4	-4.8	-1.6	3.1	6.1	-11.8
CCOc1ccccc1CN1CCN(S(=O)(=O)CC)CC1	-2.6	9.6	2.7	-0.1	8.9	0.7	0.0	12.9	3.5	-8.6
CC1CCCCN1S(=O)(=O)c1ccc(S(=O)(=O)N2CCCC2)cc1 (centres undefined)	-1.9	-0.6	1.4	-0.3	0.3	2.2	0.7	-10.1	-5.2	-2.6
Cc1[nH]n(-c2ccccc2)c(=O)c1C(=O)c1ccc([N+](=O)[O-])cc1	-0.3	-0.9	-1.8	1.6	11.5	-0.1	-1.7	5.6	-2.3	0.3

New compounds follow
SMILES	PG9 binder	ABHD4 inh	LEDGF integ inh	PRMT1 FP inh	SIAE inh	HTRA1 inhibitor	UHRF1 binding	TDP2 absorb	TCR CD3 inh	DDE Tn7 FP inh
CC1CN(C(=O)/C(=C/c2ccco2)NC(=O)c2ccccc2)CC(C)O1 (centres undefined)	-0.7	10.4	-4.8	6.4	3.8	-3.4	-4.3	9.7	4.0	6.0
COc1ccccc1OCCn1c(=O)oc2ccc(C)cc21	0.8	-1.6	-5.4	3.6	-0.8	-9.4	1.8	2.0	1.4	6.6
CCn1nc(C)c(CNC(=O)CCc2nnc(-c3ccc(C(C)=O)s3)o2)c1C	1.2	-4.4	-2.3	3.5	0.1	-4.3	-0.1	4.2	3.3	12.3
c1cncc(-c2ccc3ncnc(NCc4cccs4)c3c2)c1	-1.7	-1.3	-3.3	-0.5	1.2	-10.8	-0.7	-9.3	-1.2	2.4
CN(CC(=O)Nc1ccc(F)cc1)CC(=O)Nc1ccc(Cl)c(S(=O)(=O)N2CCOCC2)c1	-1.0	-4.1	-2.4	1.0	-5.4	-4.8	0.5	2.2	4.6	4.7
Cn1c(CO)cnc1SCc1ccc(Cl)cc1	0.7	-4.0	-2.6	-3.9	-4.6	-1.1	2.8	-10.9	2.9	-2.8
CCCCCc1ccc(-c2cn(CCCOCc3ccccc3)nn2)cc1	-0.4	-3.6	-2.1	-2.8	0.9	-13.7	0.4	-3.3	3.1	3.0
C[C@H](NC(=O)C[C@@H]1C=C[C@@H](NC(=O)CN2CCOCC2)[C@@H](CO)O1)c1ccccc1	0.6	5.9	2.0	6.2	2.4	/	-0.4	2.8	-5.4	-1.3
CS(=O)(=O)N(CC(=O)Nc1c(F)cccc1F)c1ccc(C23CC4CC(CC(C4)C2)C3)cc1	1.3	-7.4	-1.5	-0.1	-10.2	-15.1	0.2	-18.3	-7.2	2.6
CCN(CC)CCN(Cc1cc2cc3c(cc2[nH]c1=O)OCCO3)C(=S)NCC1CCCO1 (centres undefined)	-2.4	8.2	-5.4	4.4	1.6	2.3	4.9	-6.1	2.3	-5.4
CCN1CCN(C(=O)c2cc3cc([N+](=O)[O-])ccc3oc2=O)CC1	2.4	-5.3	-3.4	3.1	1.6	5.2	1.9	-5.4	-4.1	9.9
CCN(CC)C(=O)C1=C(C)N(Cc2ccccc2)C(=O)C(CC(=O)NC2CCCC2)C1 (centres undefined)	-3.0	3.3	1.1	-4.7	-0.3	2.9	-0.2	-5.7	8.3	-1.1
CCOC(=O)c1oc2ccccc2c1NC(=O)CN1CCOCC1	0.0	3.1	3.2	0.2	2.4	-2.2	2.5	6.3	-1.6	1.4
CCCCC(c1nnnn1CCOC)N1CCN(CC)CC1 (centres undefined)	1.6	1.5	-4.8	2.7	2.8	4.6	2.5	1.0	-5.4	7.2
COc1cccc(C2C(C(=O)c3ccc(C)o3)=C(O)C(=O)N2c2cc(C)on2)c1 (centres undefined)	8.7*	12.3	-0.6	4.3	4.7	4.6	0.3	10.9	2.1	9.7
CCN(CC)C(=O)CC[C@@H]1CC[C@]2(CCCN(Cc3ccc(Br)cc3)C2)O1	/	-6.8	6.8	1.2	11.5	/	-1.4	4.0	/	-2.1
CCN(Cc1nc(-c2ccc(OC)c(OC)c2)no1)C(=O)c1ccoc1C	-0.1	-6.5	0.7	1.2	3.6	-1.5	-1.7	8.3	6.7	1.9
CC(C)c1ccc(C(=O)N2CCCC(c3cc(C(=O)Nc4ccc5c(c4)OCO5)no3)C2)cc1 (centres undefined)	-1.4	-1.6	3.2	-2.4	1.4	/	0.3	-0.7	1.0	-6.2
Cc1noc(C)c1COc1cccc(C(=O)Nc2cccnc2)c1	1.0	3.3	-3.8	-1.9	6.5	1.7	-1.0	5.6	-5.4	-6.7
O=C(c1ccc2ccccc2c1)N1CCN(c2ccc(O)cc2)CC1	-0.4	10.9	1.5	7.1	7.7	4.9	-0.7	1.2	9.4	2.4
Cc1ccc(-c2nnc(SCC(=O)NCC3CCCO3)n2C)cc1 (centres undefined)	-0.3	5.4	2.3	1.4	-1.7	-5.0	-0.6	8.2	-6.2	-3.0
CSc1nc2c(c(=O)n1-c1ccc(C)cc1)SCC2	-1.0	-5.4	0.0	0.7	-3.4	12.7	3.0	-6.1	-1.3	-1.2

Pulled by structure from above (2):
SMILES	PG9 binder	ABHD4 inh	LEDGF integ inh	PRMT1 FP inh	SIAE inh	HTRA1 inhibitor	UHRF1 binding	TDP2 absorb	TCR CD3 inh	DDE Tn7 FP inh
COc1cccc(C2C(C(=O)c3ccc(C)o3)=C(O)C(=O)N2c2cc(C)on2)c1 (centres undefined)	8.7*	12.3	-0.6	4.3	4.7	4.6	0.3	10.9	2.1	9.7
Cn1c(CO)cnc1SCc1ccc(Cl)cc1	0.7	-4.0	-2.6	-3.9	-4.6	-1.1	2.8	-10.9	2.9	-2.8

2 compounds from above, reduced to TCR CD3 inh:
| smiles | TCR CD3 inh |
| --- | --- |
| CCn1nc(C)c(CNC(=O)CCc2nnc(-c3ccc(C(C)=O)s3)o2)c1C | 3.3 |
| c1cncc(-c2ccc3ncnc(NCc4cccs4)c3c2)c1 | -1.2 |
